Screening results as filed in PubChem.
HTR5A inv ag = counter-screen for OPRM1-OPRD1 inverse agonists: human HTR5A inverse agonism | HTR5A cell line, luminescence | inhibition, % at 9.3 µM | 0.083% of 340,000 active | AID 504634; in the data active = inhibition mostly above about 23%, no sharp cut-off; inactive = mostly below about 18%;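 note: 0% = cells with DMSO and 100% = no-cell wells with DMSO; some compounds called inactive have numbers as strong as hits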
Mot1-301 SUMO = blocks SUMOylation pathway, rescuing yeast Mot1-301 growth. S. cerevisiae Mot1-301 growth rescue, ATP luminescence, 38.5C; percent above DMSO median, 100 means doubled. 1% of 320,000 active. growth rescue, % at 18.8 µM;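 active = every valid replicate shows activation above 250% relative to neutral control wells; inactive = the rest, any valid replicate at or below 250%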;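 note: OY570 slx delta 5 strain wells were the positive control but not used for scaling; some compounds called inactive have numbers as strong as hits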
HTR5A ag = HTR5A agonism, opioid heterodimer counter-screen | 0.61% of 340,000 active | HTR5A agonist assay, luminescence, cell-based | activation, % at 9.3 µM | P47898; in the data active = activation mostly above about 9.5%, no sharp cut-off; inactive = mostly below about 7.6%;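 note: 0% = cells with vehicle only and 100% = reference agonist; strong numbers were not always called active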
OPRM1-OPRD1 inv = inverse agonist of human OPRM1-OPRD1 heterodimerization. inhibition, % at 9.3 µM. 0.21% of 340,000 active. AID 504357. cell-based MOR-DOR heterodimer luminescence, inverse agonism; in the data active = inhibition above about 22%, passing the limit was not always enough;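 note: 0% = cells with DMSO and 100% = wells without cells with DMSO; values of inactives mirror those of a sister screen read the other way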
Target sequence (P35372 whole entry, looked up): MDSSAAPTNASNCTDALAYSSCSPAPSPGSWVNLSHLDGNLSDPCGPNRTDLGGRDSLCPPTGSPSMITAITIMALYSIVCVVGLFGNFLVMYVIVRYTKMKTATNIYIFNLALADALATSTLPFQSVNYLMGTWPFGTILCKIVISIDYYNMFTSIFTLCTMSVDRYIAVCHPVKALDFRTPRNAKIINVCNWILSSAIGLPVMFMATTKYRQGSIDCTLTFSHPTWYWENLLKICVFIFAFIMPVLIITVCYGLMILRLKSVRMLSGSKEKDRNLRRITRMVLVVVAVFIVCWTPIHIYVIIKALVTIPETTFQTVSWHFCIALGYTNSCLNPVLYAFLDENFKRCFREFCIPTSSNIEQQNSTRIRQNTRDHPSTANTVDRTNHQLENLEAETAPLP
Target sequence (P41143 whole entry, looked up): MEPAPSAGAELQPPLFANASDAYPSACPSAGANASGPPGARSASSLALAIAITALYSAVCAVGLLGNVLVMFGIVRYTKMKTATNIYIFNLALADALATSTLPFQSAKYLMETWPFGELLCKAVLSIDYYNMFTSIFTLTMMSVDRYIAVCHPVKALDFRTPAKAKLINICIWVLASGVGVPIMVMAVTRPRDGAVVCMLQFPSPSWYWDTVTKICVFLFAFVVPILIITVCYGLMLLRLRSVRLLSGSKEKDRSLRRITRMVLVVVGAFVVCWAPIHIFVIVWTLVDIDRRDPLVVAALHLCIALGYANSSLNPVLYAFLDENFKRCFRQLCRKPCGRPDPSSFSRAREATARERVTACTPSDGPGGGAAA
PKA-R1A activ = activators of PKA-R1A complex; AID 504707; 0.083% of 340,000 active; PKA-R1A dissociation, Cy5-IP20 fluorescence polarization; scaled: DMSO 0%, 113 µM cGMP 100%; P00514+P68181; activation, % at 11.4 µM;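 active = percent activation above the mean of all tested compounds plus 3 SD, cut at about 19% in these data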;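 note: higher means more PKAc released from R1A so a rise in polarization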
phage Ecoli inh = E. coli growth loss with phage present; 0.26% of 360,000 active; growth absorbance; inhibition, % at 11.9 µM; in the data active = inhibition above about 11%
AddAB inh = less growth of phage-infected E. coli with AddAB; inhibition, % at 11.9 µM; 0.29% of 330,000 active; E. coli expressing H. pylori AddAB, absorbance growth; in the data active = inhibition above about 12%;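 note: 0% = vehicle wells of infected cells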
DSG3 Ab inh = human desmoglein-3 autoantibody binding inhibition. P32926. DSG3-coupled beads, scFv-anti-DSG3-GFP binding, flow cytometry; active compounds read low. binding (percent of control), % at 10 µM. 0.48% of 310,000 active. AID 588358;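 active = binding more than 3 SD below its plate's average and above zero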;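 note: hits lower antibody fragment binding to DSG3; some compounds called inactive have numbers as strong as hits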
PfHsp90 yeast 2 = growth inhibition of yeast expressing Plasmodium Hsp90; S. cerevisiae expressing PfHsp90, BacTiter-Glo ATP, 48 h; yeast lacking PDR1 and PDR3 efflux regulators; inhibition, % at 9.4 µM; 0.32% of 310,000 active; AID 504621;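 active = every replicate shows inhibition above about 80%, whatever the replicate mean, limit read from the data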;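 note: 0% = DMSO neutral controls and 100% = 20 µM radicicol positive controls; yeast relying on Plasmodium falciparum Hsp90 in place of its own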
Ecoli viability = counter-screen for AddAB inhibitors: E. coli growth inhibition. E. coli V3065 growth, OD600 absorbance, 18 h. inhibition, % at 11.9 µM. 0.27% of 330,000 active. AID 449728;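 active = inhibition above the campaign's mean inhibition across all tested compounds plus 3 SD, cut at about 9.9% in these data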;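 note: uninfected addAB+ strain grown without phage in ampicillin broth; 0% = DMSO wells and 100% = ciprofloxacin 0.95 µg/ml wells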
OPRM1-OPRD1 ag = OPRM1-OPRD1 heterodimerization agonism; 0.3% of 340,000 active; cells, luminescence; activation, % at 9.3 µM; in the data active = activation above about 18%;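 note: 0% = vehicle-treated cells and 100% = reference agonist; values of inactives mirror those of a sister screen read the other way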
An asterisk follows results filed as active; x = no result given. This is a random part of the collection; 3.2% or so of the library scored in one or more.

SMILES	HTR5A inv ag	Mot1-301 SUMO	HTR5A ag	OPRM1-OPRD1 inv	PKA-R1A activ	phage Ecoli inh	AddAB inh	DSG3 Ab inh	PfHsp90 yeast 2	Ecoli viability	OPRM1-OPRD1 ag
COc1cc2sc(C)nc2c2ccccc12	-13	0	3	-4	-10	1.1	-2.2	97	-6	-3.7	0.8
C/C(=N/NC(=O)CNC(=O)C1COc2ccccc2O1)c1cccc(O)c1 (stereo unspecified)	4	11	-2	25	-7	5.8	-0.3	99	-1	-0.2	-5.0
Cc1cc(SCC(=O)c2cc(C)n(C)c2C)nc2ccccc12	7	577	-3	14	-3	1.7	-0.9	97	18	0.9	-2.6
Cc1cccc(CCNS(=O)(=O)c2cc3c(cc2C)NC(=O)CO3)c1	-26	273	8	6	4	3.3	-1.3	103	11	2.6	-1.1
OCCC1CN(Cc2ccccc2-c2ccco2)CCN1Cc1ccsc1 (stereo unspecified)	-53	9	-1	-6	-1	-1.0	-0.5	104	3	0.9	1.1
c1c(C2CCCCC2)n[nH]c1CN1CCCCC1	4	-1	2	8	-7	1.9	-2.0	x	0	-3.7	-1.3
O=S(=O)(NCCc1ccccc1)c1ccccc1	-4	861	1	-11	-13	0.9	-2.2	x	-7	-1.0	1.9
O=C(Nc1c(F)cc(F)cc1Br)C1CCCO1 (stereo unspecified)	1	131	0	9	0	2.3	-0.8	103	11	1.6	-1.7
O=C(CN(c1cccc([N+](=O)[O-])c1)S(=O)(=O)c1ccccc1)N1CCCCC1	-2	341*	1	4	-1	2.8	0.9	103	18	-0.4	-0.7
COc1ccccc1NS(=O)(=O)c1ccc(Cl)c(NC(=S)NC(=O)C2CCCC2)c1	15	14	-4	-9	-6	0.4	-0.8	97	4	-0.4	1.8
COCCNC(=O)CCc1c(C)nc2nc(-c3cc(OC)cc(OC)c3)nn2c1C	8	-3	5	6	0	5.0	-2.5	84	30	-1.8	-1.2
CCC(=O)N1c2ccccc2NC2=C(C(=O)CCC2)C1c1cccnc1 (stereo unspecified)	27	-8	-2	7	-6	1.3	0.1	93	-2	1.1	-1.1
CSc1nc(NC(C)(C)C)nc(N2CCOCC2)n1	-4	-2	3	12	0	0.6	-2.9	95	-8	-4.7	-2.3
Nc1nnc(-c2cn(-c3ccccc3)nc2-c2ccccc2)o1	19	2	-3	6	-11	0.4	-2.3	87	14	-1.4	-1.0
Cn1c(N2CCCCC2)cc(=O)n(C)c1=O	-6	x	-2	11	-9	1.9	2.2	x	15	0.1	-2.0
CC(=O)c1cccc(NC(=O)COC(=O)COc2ccccc2C)c1	-5	8	1	1	-2	2.4	1.6	86	-12	-0.1	-0.2
COc1ccc(CCNC(=O)COc2ccc(S(=O)(=O)N3CCOCC3)cc2C)cc1	-6	-6	2	8	-4	0.8	1.5	106	15	0.2	-1.4
Cc1cc(C(=O)CS(=O)(=O)c2ccccc2)cc(C)c1O	11	-8	-3	18	11	0.9	-0.7	96	-6	-0.7	-4.1
CC(C)(Cc1ccc(O)cc1)NC(=O)CC(=O)N/N=C/c1ccc(Cl)cc1	6	164	-2	2	4	1.6	1.6	96	-11	0.3	-0.4
CCN(CC)c1ccc(-c2sc(Nc3ccccc3)n[n+]2-c2ccc(F)cc2)cc1	-12	45	5	-19	-4	1.8	2.8	392	-10	2.2	3.5

3 compounds already listed, sorted by their value in OPRM1-OPRD1 ag, highest first.
molecule	OPRM1-OPRD1 ag
CCC(=O)N1c2ccccc2NC2=C(C(=O)CCC2)C1c1cccnc1 (stereo unspecified)	-1.1
COCCNC(=O)CCc1c(C)nc2nc(-c3cc(OC)cc(OC)c3)nn2c1C	-1.2
Cn1c(N2CCCCC2)cc(=O)n(C)c1=O	-2.0

The list goes on:
SMILES	HTR5A inv ag	Mot1-301 SUMO	HTR5A ag	OPRM1-OPRD1 inv	PKA-R1A activ	phage Ecoli inh	AddAB inh	DSG3 Ab inh	PfHsp90 yeast 2	Ecoli viability	OPRM1-OPRD1 ag
CC1=C(C(=O)OCC2CCCO2)C(c2ccc(C)o2)C2=C(CC(c3ccc(F)cc3)CC2=O)N1 (stereo unspecified)	-7	11	-1	6	-6	x	-1.2	107	5	-1.1	-1.1
Cc1nccn1S(=O)(=O)c1ccc(Br)cc1Br	-3	10	-3	0	-7	1.2	0.0	104	x	-4.3	0.1
COc1ccc(-c2[nH]nc3c2C(c2ccncc2)C(C#N)=C(N)O3)cc1 (stereo unspecified)	-13	577*	0	17	-5	3.1	3.0	105	-14	-0.7	-2.9
Oc1ccc2ccccc2c1C1Nc2cccc3cccc(c23)N1	3	22	2	-66	-15	x	0.6	x	-9	-1.2	12
O=C(O)C[C@H]1c2cc(F)ccc2S(=O)(=O)N1Cc1ccccc1	-12	4	4	6	7	2.0	1.3	99	3	-2.4	-1.1
c1ccc(C2=NN(c3ccccc3)CC2)cc1	32	149	1	-16	-8	4.2	0.1	98	7	0.0	3.1
CC(C)CC(NC(=O)c1cccs1)c1nnc(SCc2ccc(Cl)c(Cl)c2)n1C (stereo unspecified)	22	-11	4	-7	-15	4.5	3.3	100	-1	0.0	1.5
COc1ccc(S(=O)(=O)N2CCN(C(=O)c3cc(C4CC4)nn3-c3ccccc3)CC2)cc1OC	-4	9	1	10	1	2.9	1.0	127	8	0.7	-2.0
O=C(COc1ccc2ccccc2c1)NCCn1ccc2ccccc21	-14	-4	5	-29	-9	2.2	-0.5	95	15	-0.9	5.0
Cc1ccccc1N1C(=O)c2cc(S(N)(=O)=O)c(Cl)cc2NC1C (stereo unspecified)	-55	-6	-2	6	-1	2.2	-1.8	116	7	1.1	-1.1
CC(=O)Nc1ccc(NC(=O)C(C)OC(=O)CSc2ccc(Br)cc2C)cc1 (stereo unspecified)	22	4	0	15	5	-1.0	-0.9	x	-14	-1.4	-2.7
CCOC(=O)c1c(C)c(/C=N/Nc2ccccc2)n(C)c1C	7	x	0	-10	-14	-0.2	x	126	x	x	1.9
COC(=O)c1c(C)nn(-c2ccccc2)c1N	-11	20	4	9	-1	3.9	-0.6	99	0	-1.2	-1.5
Cc1c(Cc2ccccc2)c(=O)oc2c(CN(C)C)c(O)c(Cl)cc12	-9	27	5	4	0	2.1	0.2	x	-5	1.8	-0.8
Cc1c(C(=O)O)sc(S(=O)(=O)N2CCN(C(=O)CC(C)c3ccccc3)CC2)c1C(=O)O (stereo unspecified)	2	x	-1	6	3	2.5	x	109	-41	x	-1.4
COc1ccc(NC(=O)CC2CC3CCC2C3)cn1 (stereo unspecified)	-7	-16	3	6	-3	0.5	2.3	94	-10	-0.9	-1.1
CS(=O)(=O)c1ccc2nc(NC(=O)CCC(=O)c3cccs3)sc2c1	-19	8	2	2	2	2.7	-0.8	x	2	-2.0	-0.4
COc1cccc(/C=C/C(=O)c2ccc3c(c2)OCCO3)c1OC	-3	0	1	4	2	2.6	0.4	113	-6	2.8	-0.8
COC(=O)c1ccc(CN2CCCC(CCC(=O)NCc3ccc(C)o3)C2)cc1 (stereo unspecified)	33	16	-4	-1	-2	3.0	2.5	100	-170	3.2	0.1
COc1cc2[nH]c(=O)n(CCC(=O)NC3CCCC3)c(=O)c2cc1OC	22	-4	2	4	3	2.9	4.1	111	-3	0.3	-0.9
COc1ccc(-c2nnnn2C)cc1S(=O)(=O)NCc1ccccc1	5	11	-3	19	4	4.2	-0.6	x	11	-1.0	-4.1
C[C@H](CO)N1C[C@H](C)[C@@H](CN(C)C(=O)NC2CCCCC2)Oc2ccc(NC(=O)c3ccncc3)cc2C1=O	1	-1	2	11	4	0.3	0.7	107	23	0.7	-1.9
CC(=O)NC1(c2ccccc2)CCN(Cc2nnnn2C(C)(C)C)CC1	12	x	2	2	-7	0.6	-0.9	98	2	0.8	-0.3
CCCn1c(CCNc2nc(-c3ccc(Cl)c([N+](=O)[O-])c3)cs2)nc2cc(Cl)c(Cl)cc21	-11	7	0	9	2	3.6	-0.3	103	x	-1.0	-1.6
COc1ccc(-n2c(SCC(=O)Nc3sc4c(c3C#N)CCCC4)nnc2-c2ccccc2OC)cc1	9	142	-2	14	12	1.9	-0.3	93	-14	0.8	-2.5
CC(/C=N/NC(=O)c1cccc([N+](=O)[O-])c1)=C\c1ccccc1	25	13	2	-93	-2	2.9	-2.9	99	7	0.2	17
Cc1ccc(C(=O)C(OC(=O)CCC(=O)Nc2cccc(C)c2)c2ccccc2)cc1 (stereo unspecified)	-11	-9	-4	-7	-2	3.0	0.3	103	-9	-1.7	1.3
COc1ccc(CNc2oc(-c3ccccc3)nc2C#N)cc1	-1	-9	0	-26	-8	1.8	4.5	109	-12	-0.3	5.2
Cc1ccc(/C=C2\SC(=S)N(C(Cc3ccccc3)C(=O)O)C2=O)cc1 (stereo unspecified)	-15	88	-2	15	-19	2.6	0.7	112	11	-0.8	-2.8
Nc1nnc(SCC(=O)OCC(=O)c2ccccc2Br)s1	-6	8	2	5	-10	2.9	0.9	100	2	0.3	-1.1
CCS(=O)(=O)N1CCN(S(=O)(=O)c2ccc3c(c2)OCCO3)CC1	11	-9	4	-16	-1	0.7	2.2	103	9	-1.2	2.0
Cc1ccc(SC(C)C(=O)Nc2cccnc2)cc1 (stereo unspecified)	-22	28	-4	2	8	-0.8	1.6	107	34	1.2	-0.3
COc1cc(NC(=O)c2cccc(COCC(F)(F)C(F)F)c2)cc(OC)c1OC	-4	-5	4	-6	1	0.6	0.2	x	-6	-1.2	1.1
CN1C[C@@H]2[C@@H]3C(=O)N(C)C(=O)[C@@H]3[C@](C)(C1=O)N2C(=O)c1ccc(C(F)(F)F)cc1	-3	x	1	22	-2	2.2	x	97	20	x	-3.7
O=C(c1ccccc1NS(=O)(=O)c1ccc([N+](=O)[O-])cc1[N+](=O)[O-])N1O[C@@H]2C=C[C@H]1C2	-1	x	0	-26	-4	0.7	1.2	96	-18	2.0	5.3
Cc1cc(NC(=O)CCC(=O)N(c2ccccc2F)C(C(=O)NC2CCCC2)c2ccccc2)no1 (stereo unspecified)	-33	-9	12	2	0	1.2	4.9	x	3	2.7	-0.4
O=C(NC1CC1)c1ccc(NS(=O)(=O)c2ccc(F)cc2)cc1	-31	-6	12	3	-4	2.1	-0.3	96	-11	1.2	-0.5
Cc1ccnc2nc(C(=O)Nc3ccc4c(c3)OCO4)nn12	13	-2	-4	15	-3	0.1	2.6	117	-16	2.2	-2.6
O=C(Nc1ccc(F)cc1Cl)C1CCN(C(=O)Nc2ccccc2)CC1	9	1	2	12	6	1.3	5.0	116	3	1.1	-3.8
O=C(NCCN1CCOCC1)c1cc2cc([N+](=O)[O-])ccc2s1	8	-13	0	10	-1	4.8	5.5	86	19	-2.0	-1.9
CCOc1cc(/C=N/NC(=O)CN2CCOCC2)ccc1OCc1ccccc1	-18	-12	1	9	-11	2.8	0.9	97	-6	1.5	-1.9
CCCCCn1c(=O)[nH]c2cc(C(=O)NCc3ccco3)ccc2c1=O	-8	-28	-2	8	-1	2.6	-1.7	105	x	-0.6	-1.3
